# ER stress rescue = rescue of cells from ER stress-induced death, primary screen, 384-well, CSM14.1, thapsigargin, ATP luminescence (AID 1222) | CSM14.1 thapsigargin-induced death rescue, ATP luminescence; higher % means a stronger effect | cellular ATP content (survival), % at 20 µM; hits with a dose series show EC50 in µM | 190,000 tested, under 10 active;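 active = EC50 below 50 µM in the dose-response confirmation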;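 note: death triggered by thapsigargin at about 15 µM added after 2 h compound pretreatment; cell ATP read after overnight thapsigargin exposure of roughly 18 to 22 hours; normalized against plate controls of thapsigargin alone and 5% DMSO vehicle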
# Myeloid diff 2 = promotes myeloid progenitor differentiation; 1% of 360,000 active; calls only at 10 µM; ER-HoxA9 myeloid progenitors, lysozyme-GFP differentiation, flow cytometry;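 active = normalized GFP-positive differentiation at or above the plate's own cutoff, the solvent-only control mean plus 3 SD; inconclusive = no clear call, values can overlap the other calls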;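 note: cells exposed to compound for four days before flow analysis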
# Lipid droplet = hepatic lipid droplet formation modulation | inhibition, % at 6.5 µM | AML12 mouse hepatocytes, oleate lipid droplets, BODIPY imaging | 0.4% of 240,000 active | AID 1656;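 active = lipid droplet intensity inhibited by at least 50%, with more than 500 cells counted; inconclusive = wells with under 300 cells, treated as cytotoxic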
#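 Material – AML12 mouse liver cells · Also added – oleate loading, 100 µM · Compound dosing – 6.5 µM single-point dosing · Times – overnight treatment with compound plus oleate · Measured by – fluorescence imaging, 20x objective, two fields per well · Read-out – percent inhibition of filter-corrected integrated lipid droplet intensity per well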
# K1F lysis inhibition = inhibition of K1F phage lysis, E. coli UTI89, bacterial capsule biogenesis inhibitors, alamar blue (AID 488966); E. coli UTI89 K1F phage lysis, alamar blue, 2 h; higher % means a stronger effect; inhibition, % at 100 µM; hits with a dose series show IC50 in µM; 0.02% of 340,000 active;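 active = phage lysis inhibition, versus mean bacterial control, above a set limit; inconclusive = no clear call, values can overlap the other calls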;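 note: capsule biogenesis inhibitors block K1F phage lysis so surviving cells raise fluorescence; higher fluorescence means more inhibition of phage lysis; actives were called in the ten point dose series up to 300 µM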
# PMI inhibition = human PMI inhibitors, high substrate, primary screen, biochemical, fluorescence intensity, high mannose 6-phosphate (AID 1220) | recombinant PMI enzyme, coupled fluorescence intensity; higher % means a stronger effect | inhibition, % at 20 µM; hits with a dose series show IC50 in µM | 0.66% of 190,000 active
# human PMI inhibition = inhibitors of human PMI, primary screen, biochemical, fluorescence intensity, coupled assay (AID 1209) | 0.42% of 190,000 active | inhibition, % at 20 µM; hits with a dose series show IC50 in µM | purified PMI enzyme, coupled fluorescence intensity; higher % means a stronger effect;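 note: plate controls were DMSO vehicle for no effect and wells lacking substrate for full effect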
# TNAP activators = stimulation of alkaline phosphatase TNAP activity – biochemical, luminescent, no phosphate acceptor, uHTS, primary screen (AID 1001); purified TNAP, luminescent activation assay, no phosphate acceptor; higher activation fold means a stronger effect; activation fold at 20 µM; hits with a dose series show EC50 in µM; 0.03% of 200,000 active; in the data active = activation fold from about 3, or a potency from the dose series; inactive = the rest, 99 in 100 with activation fold below about 1.6; note: many of its hits are not listed in these tables
# WT yeast gro inh = growth inhibition of WT yeast, mitochondrial fusion screen; mitochondrial fusion phenotypic screen, WT strain; inhibition, % at 10 µM; 2.1% of 190,000 active; AID 1362; in the data active = inhibition above about 58%; tested in S. cerevisiae
# M1AAP inhibition = malaria alanyl aminopeptidase activity blockers – biochemical, fluorogenic H-Leu-NHMec substrate, 1536-well (AID 1445) | recombinant M1AAP, H-Leu-NHMec fluorogenic kinetic assay; higher % means a stronger effect | inhibition, % at 30 µM, or IC50 in µM where a hit was titrated | 0.42% of 220,000 active;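 active = primary inhibition above the hit cutoff, then over 50% inhibition at one or more dose response concentrations, cut at about 23% in these data, passing the limit was not always enough; inconclusive = conflicting primary data, or primary hits not chosen for dose response; inactive = low primary inhibition, or under 50% at every dose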;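 note: plate controls were DMSO full reaction for no effect and no enzyme background for full effect; strong numbers were not always called active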
# WT yeast gro inh mutant strain = also measured in WT yeast gro inh; calls as there; inhibition, %; mitochondrial fusion phenotypic screen, mutant strain inhibition
# Lipid droplet cells 6.5 µM = further read-out of Lipid droplet, marked with its call; cell count; measured here: cell count, cytotoxicity flag;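 cells counted across two imaged fields per well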
# Myeloid diff 2 GFP+ MAC1+ % = also measured in Myeloid diff 2; calls as there; GFP+ MAC1+ double positive, %; measured here: differentiation confirmed by MAC1 staining
# Active calls of the source: *; i = inactive; u = inconclusive; x = not tested or not shown; [ ] = another dose, or the depositor's remark. Cut-off read from the data, not from the text of the source, unless noted: active = inhibition above about 50%; inactive = the rest. Random draw from the library; any-hit rate near 4.6%.
item	Compound	ER stress rescue	Myeloid diff 2	Myeloid diff 2 GFP+ MAC1+ %	Lipid droplet	Lipid droplet cells 6.5 µM	K1F lysis inhibition	PMI inhibition	human PMI inhibition	TNAP activators	WT yeast gro inh	WT yeast gro inh mutant strain	M1AAP inhibition
1	CCC(C)N=C1Sc2nc3ccc(C)cc3cc2CN1CCOC (stereo unspecified)	-0.6%	i	0.3	1	694	0.0%	-92%	-56%	1.1	2	3	7%
2	O=C(CCc1ccc(O)c(O)c1)NNC(=S)Nc1ccc(Br)cc1Cl	0.9%	i	0.3	2	688	x	-2%	28%	1.5	6	-9	-8%
3	CC(OC(=O)c1oc2ccccc2c1CSC1CCCCC1)C(=O)NC(N)=O (stereo unspecified)	-1.8%	i	1.0	5	659	0.2%	14%	27%	1	-9	-9	4%
4	CCOc1ccccc1NC(=O)CNC(=O)Cc1ccccc1	-1.2%	i	0.3	16	645	0.1%	-7%	-3%	1.1	4	1	-2%
5	O=C(Cn1ncc(Cl)c(Cl)c1=O)N1CCN(Cc2ccccc2)CC1	-4.2%	u	x	19	669	0.2%	-18%	-26%	1	-17	-10	6%
6	CCOc1cc(CNn2cnnc2)ccc1OCC(=O)NC1CCCCC1	0.2%	i	0.5	-7	657	0.6%	14%	12%	1.2	39	1	-10%
7	CC(C)(C)c1ccc(C(=O)OC/C(O)=C(\C#N)c2nc3ccccc3s2)cc1	-0.3%	i	0.7	27	706	-1.4%	-2%	3%	1.2	2	2	6%
8	C=CCNC(=O)c1ccc(-c2nc(-c3ccccc3)cs2)cc1	-1.5%	i	0.4	-3	628	0.1%	0%	-2%	0.8	8	0	0%
9	Cn1c(=O)c2c(nc(SCCN3CCCCC3)n2Cc2ccc(Cl)cc2)n(C)c1=O	-0.1%	i	0.0	x	x	0.0%	2%	-4%	1	5	12	2%
10	O=C(OCc1ccc(Br)cc1)c1ccncc1	-0.6%	i	0.6	-9	702	0.5%	0%	1%	1.1	1	8	1%
11	Cn1nnc2cc(C(=O)N3CCSCC3)ccc21	3.1%	i	0.1	14	730	-0.9%	6%	9%	1.1	8	12	5%
12	CCOC(=O)N/N=C\c1ccc([N+](=O)[O-])o1	-0.5%	i	1.3	x	x	-8.7%	5%	-1%	1.1	10	6	10%
13	c1ccc(OCCOc2ccccc2-c2nnco2)cc1	2.7%	i	0.8	x	x	0.2%	2%	-2%	1	-33	-30	8%
14	COC(=O)c1ccc(CSc2cc(C)c3ccccc3n2)o1	-0.6%	i	1.6	-2	691	5.0%	1%	-5%	1	41	45	11%
15	COc1ccc(NCC(=O)N/N=C/c2cc([N+](=O)[O-])ccc2N2CCCC2)cc1	0.0%	i	0.4	-29	687	x	31%	13%	0.9	-7	-21	12%
16	Cn1c(=O)c2c(ncn2CC(=O)OCC(=O)Nc2ccc(Cl)cc2)n(C)c1=O	1.0%	i	0.2	-2	562	2.3%[50 µM]	-11%	-12%	1	9	-7	0%
17	CC(C)COC(=O)c1ccccc1N1C(=O)C2C3CCC(C3)C2C1=O (stereo unspecified)	-0.6%	i	0.9	-21	692	1.7%[50 µM]	22%	8%	1	-8	-1	3%
18	Nc1nonc1-n1nnc(C(=O)N/N=C/C2CC=CCC2)c1CSc1ccccc1 (stereo unspecified)	x	i	0.5	-6	686	0.1%	x	x	x	x	x	1%
19	CC(C)(C)c1ccc(NC(=O)N2CCCN(c3ccc([N+](=O)[O-])cn3)CC2)cc1	x	i	0.2	7	738	1.9%	x	x	x	x	x	5%
20	Clc1ccc(Sc2cnc3ccccc3n2)cc1	6.1%	i	0.6	23	791	-0.6%	2%	3%	1	9	19	6%
21	Cc1ccc(C(=O)Nc2cc(Cl)ccc2N2CCCCC2)s1	-0.6%	i	1.0	3	792	-0.2%	12%	12%	1	68*	16*	-6%
22	COc1ccc(CCNC2=C(Cl)C(=O)N(CCc3ccccc3)C2=O)cc1OC	4.4%	i	1.6	9	798	1.5%	9%	13%	1	8	2	13%
23	COc1ccc(C(C)=O)cc1CSCCC#N	3.5%	i	0.9	x	x	-0.1%	-7%	-13%	1	-2	5	0%
24	O=C(OCc1csc(Nc2ccccc2)n1)c1ccc(Cl)cc1	-1.1%	i	0.6	-1	610	2.4%	20%	21%	1	76*	14*	-5%
25	CC(Sc1nc2ccccc2s1)C(=O)c1c(N)n(C)c(=O)n(C)c1=O (stereo unspecified)	3.8%	i	0.0	10	681	-1.1%	2%	10%	1.2	-11	-12	-1%

# Reformatted in transposed form: part of the list above
12. CCOC(=O)N/N=C\c1ccc([N+](=O)[O-])o1
13. c1ccc(OCCOc2ccccc2-c2nnco2)cc1
14. COC(=O)c1ccc(CSc2cc(C)c3ccccc3n2)o1
15. COc1ccc(NCC(=O)N/N=C/c2cc([N+](=O)[O-])ccc2N2CCCC2)cc1
16. Cn1c(=O)c2c(ncn2CC(=O)OCC(=O)Nc2ccc(Cl)cc2)n(C)c1=O
17. CC(C)COC(=O)c1ccccc1N1C(=O)C2C3CCC(C3)C2C1=O (stereo unspecified)
18. Nc1nonc1-n1nnc(C(=O)N/N=C/C2CC=CCC2)c1CSc1ccccc1 (stereo unspecified)
19. CC(C)(C)c1ccc(NC(=O)N2CCCN(c3ccc([N+](=O)[O-])cn3)CC2)cc1
screen / no.	12	13	14	15	16	17	18	19
ER stress rescue	-0.5%	2.7%	-0.6%	0.0%	1.0%	-0.6%	x	x
Myeloid diff 2	i	i	i	i	i	i	i	i
Myeloid diff 2 GFP+ MAC1+ %	1.3	0.8	1.6	0.4	0.2	0.9	0.5	0.2
Lipid droplet	x	x	-2	-29	-2	-21	-6	7
Lipid droplet cells 6.5 µM	x	x	691	687	562	692	686	738
K1F lysis inhibition	-8.7%	0.2%	5.0%	x	2.3%[50 µM]	1.7%[50 µM]	0.1%	1.9%
PMI inhibition	5%	2%	1%	31%	-11%	22%	x	x
human PMI inhibition	-1%	-2%	-5%	13%	-12%	8%	x	x
TNAP activators	1.1	1	1	0.9	1	1	x	x
WT yeast gro inh	10	-33	41	-7	9	-8	x	x
WT yeast gro inh mutant strain	6	-30	45	-21	-7	-1	x	x
M1AAP inhibition	10%	8%	11%	12%	0%	3%	1%	5%

# Next part:
item	Compound	ER stress rescue	Myeloid diff 2	Myeloid diff 2 GFP+ MAC1+ %	Lipid droplet	Lipid droplet cells 6.5 µM	K1F lysis inhibition	PMI inhibition	human PMI inhibition	TNAP activators	WT yeast gro inh	WT yeast gro inh mutant strain	M1AAP inhibition
26	CC(C)(C)NC(=O)COC(=O)c1ccc(Cl)c(S(N)(=O)=O)c1	-0.6%	i	0.2	-13	654	1.4%	6%	4%	1	1	-15	15%
27	S=C(c1ccc[nH]1)N1CCOCC1	0.1%	i	1.2	16	736	0.0%	10%	-2%	1.1	0	-9	4%
28	NC(=O)[C@H]1CC2(CC(c3cccc(NC(=O)CC(c4ccccc4)c4ccccc4)c3)=NO2)CN1C(=O)C(c1ccccc1)c1ccccc1 (stereo partly specified)	x	i	0.9	8	616	0.3%	x	x	x	x	x	-4%
29	Cc1ccc2c(CN3CCN(CCO)CC3)cc(=O)oc2c1	-2.9%	i	0.5	x	x	0.7%	2%	-3%	1.1	-8	16	6%
30	CCc1ccc2oc(C(=O)NCc3ccc(S(N)(=O)=O)cc3)c(C)c2c1	-1.1%	x	x	1	654	-2.5%	-3%	-4%	1.1	7	-6	0%
31	Oc1ccccc1/C=N/Nc1ccccc1	-4.8%	i	0.0	-2	601	0.6%	-131%	-63%	1	79*	62*	4%
32	NC(=S)Cc1ccc(Cl)cc1Cl	x	i	0.1	-2	739	0.7%	x	x	x	x	x	-1%
33	c1ccc(-c2nc(NC3CC3)nc(-n3ccnc3)n2)cc1	-0.5%	i	0.2	x	x	0.4%	14%	5%	1	27	24	-3%
34	CC1Cc2ccccc2N1C(=O)CN1CCC(n2nnc3cc(C(F)(F)F)ccc32)CC1 (stereo unspecified)	1.8%	i	0.3	14	758	0.4%	9%	13%	1.1	-5	-1	17%
35	Cc1c(C(=O)OCC(=O)Nc2cccc(S(N)(=O)=O)c2)oc2c1ccc1ccccc12	-1.7%	i	2.1	5	699	0.0%	15%	2%	1.1	-2	0	6%
36	O=C(O)c1ccc(-n2nnnc2SCc2ccccc2)cc1	-2.6%	i	3.2	-3	740	0.2%	-7%	1%	1.1	-10	-7	1%
37	Cc1ccnc(Sc2ncccc2[N+](=O)[O-])n1	-0.9%	i	1.4	1	754	-4.7%	-1%	7%	1.1	-23	-16	0%
38	CCOc1ccc(C2c3[nH]c4ccccc4c3CCN2Cc2cn(CC)nc2C)cc1 (stereo unspecified)	1.3%	i	0.2	11	750	0.8%	18%	17%	1	36	40	13%
39	NC(=O)c1cnn2c(C(F)(F)F)cc(-c3ccccc3)nc12	2.1%	i	0.6	7	768	-0.4%	7%	12%	1.1	14	13	7%
40	CCSc1nnc(NC(=O)CSc2nccn2-c2cccc(C)c2)s1	3.2%	i	1.6	x	x	12%	4%	12%	0.9	3	6	-6%
41	CCC1CCCCN1CCCNC(=O)C1CCN(S(=O)(=O)N2CCCCC2)CC1 (stereo unspecified)	-5.1%	i	4.1	x	x	2.9%	-7%	-13%	1	13	14	-7%
42	Cc1nn(C(C)C)c(C)c1CN1CCCC(C(=O)c2cccc(OC(C)C)c2)C1 (stereo unspecified)	-1.1%	i	0.1	-25	695	0.3%	3%	6%	1	4	-6	1%
43	COCc1cc(CN2CCCC(CNC(=O)c3ccc(F)cc3)C2)ccc1OC (stereo unspecified)	-0.4%	i	0.2	12	714	0.0%	7%	10%	1.1	-6	4	0%
